Screening results (PubChem)
HCMV antiviral: blocks human cytomegalovirus replication; AID 1259415; activity change, negative = inhibition, % at 57.5 µM; 4.5% of 410,000 active; HFF cells, HCMV-luciferase reporter, 72 h; active compounds read low; in the data active means activity change below about -60%; inconclusive means no clear call, values can overlap the other calls; inactive means above about -39%
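HFF cells seeded 16 h at 37C, treated with compounds, infected with luciferase-reporter HCMV at MOI 1 PFU/cell; luciferase read at 72 h post infection, normalized to buffer-only and Salinomycin controls.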
AMA1-RON2 inh: AMA1-RON2 (P. falciparum) interaction inhibition | AlphaScreen AMA1-biotinylated RON2 peptide binding | Potency, µM (doses to about 58.2 µM), inactives show at the top dose activity change, negative = inhibition, hits mostly inhibitors | 0.2% of 360,000 active; active means well fitted inhibition curve with a large enough effect; inconclusive means small, poorly fitted or top-dose-only effect; inactive means no such curve, though single readings can be large or run the other way;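 further: potency means the concentration at half of the fitted maximal effect; 0% = vehicle wells and -100% = peptide control; nearly all actives have a fitted effect of over 45% in size; some results filed as inactive show a strong effect at the top dose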
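AMA1 (3D7) with his tag at 25 nM final met compounds first, then biotinylated RON2 peptide at 25 nM; detection used donor plus acceptor beads, 10 µg/mL apiece, read by AlphaScreen after 30 min at room temperature.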
Active calls of the source: *; ? = inconclusive; [ ] = remark or other dose. Unless noted, on the % scale 0 is the no-effect control and ±100 the full control effect. The list is partial; rates above refer to the full screens.

SMILES | HCMV antiviral | AMA1-RON2 inh
COc1ccc(Cl)cc1S(=O)(=O)NC(C)c1cnn(-c2ccccn2)c1C (stereo not given) | -21 | 5%
C[C@@H]1CCCCO[C@H](CN(C)C(=O)Nc2ccccc2)[C@@H](C)CN([C@H](C)CO)C(=O)c2cc(NS(=O)(=O)c3cn(C)cn3)ccc2O1 | -2 | -1%
N#Cc1cccc(C(=O)C(=O)N2CCC(c3ccccc3)CC2)c1 | -14 | 2%
COc1ccc(CC(O)CO)cc1OCc1ccccc1 (stereo not given) | -27 | -5%
O=[N+]([O-])c1ccc(Nc2ccccc2O)c([N+](=O)[O-])c1 | ? | -21%
O=C(NCc1cccnc1)c1csc([C@H]2C[C@H](O)[C@@H](CO)O2)n1 | 2 | 34%
C[C@H](CO)N1C[C@H](C)[C@@H](CN(C)C(=O)c2ccncc2)OCc2cnnn2CCCC1=O | 23 | 7%
CCCCNC(=O)[C@@H]1CC=C[C@@H]2CCN(C3CC3)C(=O)[C@@H]21 | 2 | 8%
c1ccc(-c2cc3nc(NCc4cccs4)nc(NCc4ccc5occc5c4)c3s2)cc1 | 11 | 0%
CCc1ccc(C(=O)NCC2(c3ccccc3)CCOCC2)o1 | 0 | 13%
Cc1cccc(CNc2ncnc3[nH]ncc23)c1 | -32 | 18%
O=C(NCc1ccccc1Br)c1cccs1 | -21 | -3%
CC1(C(=O)NS(=O)(=O)Cc2cccc(Cl)c2)CCN1C(=O)CCc1cccs1 (stereo not given) | -15 | 14%
Cc1ccc(S(=O)(=O)N2CCC[C@H]2C(=O)OCc2nc3ccccc3s2)cc1 | -35 | 19%
C/C(=N\NC(=O)COc1ccc(C)cc1[N+](=O)[O-])c1ccc2c(c1)OCCO2 | -2 | 52%[activator]
Cc1cc(=O)c2c(=O)[nH][nH]c2[nH]1 | 8 | ?
COc1cc(-c2cc(=O)c3c(C)cc(O)cc3o2)cc(OC)c1OC | -11 | 7%
CCN(CC)S(=O)(=O)c1ccc(N2CCOCC2)c(NC(=O)c2nn(C(C)C)c(=O)c3ccccc23)c1 | 1 | 5%
CC12CC(O)C3C(CCC4=CC(=O)CCC43C)C1CCC2=O (stereo not given) | -18 | 3%
COc1ccc(CNC(=O)c2ccc(-n3ccnc3)c3ccoc23)cc1OC | -15 | ?
COc1ccccc1-c1cc2c(c3c1ccn3C)C1CCC2C1 (stereo not given) | -16 | ?
COc1ccc(NC(=O)C(c2cccc3ccccc23)n2c(=O)c(-c3ccco3)nc3ccccc32)cc1 (stereo not given) | 66 | -15%
CC1=C(C(=O)N2CCCCCC2)CC(CC(=O)NCCc2ccccn2)C(=O)N1Cc1ccc(C(C)(C)C)cc1 (stereo not given) | 89 | 4%
CCOC(=O)N1CCN(C(=O)C[C@@H]2C[C@@]3(C(=O)OC)CC(C)(C)CC=C3N(Cc3ccc4c(c3)OCO4)C2=O)CC1 | 10 | -13%
S=C(NCCCN1CCN(CCCNC(=S)NC2CCCCC2)CC1)NC1CCCCC1 | 7 | -8%

4 compounds from above, sorted by molecular weight, largest number first.
SMILES | HCMV antiviral | AMA1-RON2 inh
C[C@@H]1CCCCO[C@H](CN(C)C(=O)Nc2ccccc2)[C@@H](C)CN([C@H](C)CO)C(=O)c2cc(NS(=O)(=O)c3cn(C)cn3)ccc2O1 | -2 | -1%
O=C(NCc1cccnc1)c1csc([C@H]2C[C@H](O)[C@@H](CO)O2)n1 | 2 | 34%
O=C(NCc1ccccc1Br)c1cccs1 | -21 | -3%
O=[N+]([O-])c1ccc(Nc2ccccc2O)c([N+](=O)[O-])c1 | ? | -21%

Whole records, quoted from the list.
Entry for `CCCCNC(=O)[C@@H]1CC=C[C@@H]2CCN(C3CC3)C(=O)[C@@H]21` : HCMV antiviral = 2; AMA1-RON2 inh = 8%
Entry for `CCOC(=O)N1CCN(C(=O)C[C@@H]2C[C@@]3(C(=O)OC)CC(C)(C)CC=C3N(Cc3ccc4c(c3)OCO4)C2=O)CC1` : HCMV antiviral = 10; AMA1-RON2 inh = -13%
Entry for `CCc1ccc(C(=O)NCC2(c3ccccc3)CCOCC2)o1` : HCMV antiviral = 0; AMA1-RON2 inh = 13%

Next records follow.
SMILES | HCMV antiviral | AMA1-RON2 inh
COc1ccc(NC(=O)C2Cc3c(-c4cccc(C(N)=O)c4)ccnc3O2)cc1 (stereo not given) | 13 | -5%
COC(=O)C1(C(=O)OC)c2cc3c(cc2CN(S(=O)(=O)c2ccc(C)cc2)C1CC(C)=O)OCO3 (stereo not given) | 17 | 0%
COCCNC(=O)C1CCCN(C(=O)Cc2cccc3ccccc23)CC1 (stereo not given) | -19 | -13%
C#CCOCCOCCOCCNc1nc(N2CCN(C(=O)Cn3cc(CCO)nn3)CC2)nc(N2CCN(C(=O)[C@H](CCCCN)n3cc(CCCC)nn3)CC2)n1 | -23 | -10%
O=C1NC(=S)SC1=Cc1ccc(Cl)cc1 | 0 | 6%
COc1ccc(NC(=O)C2(C)Cc3c(-c4ccc(N(C)C)cc4)ccnc3O2)cc1 (stereo not given) | 0 | ?
CC(C)(C)NC(=O)C(c1ccccc1F)n1c(=O)c(-c2ccccc2)nc2ccccc21 (stereo not given) | 26 | -2%
O=C(/C=C/[C@H]1O[C@@H](n2ccc(=O)[nH]c2=O)[C@H](O)[C@@H]1O)N1CCN(CCc2ccccc2)CC1 | -9 | -2%
CC1(C(=O)NS(=O)(=O)c2cccc(F)c2)CCN1C(=O)c1cccc(F)c1 (stereo not given) | -29 | 30%
COc1ccc(CC(N)c2csc(NC(=O)c3ccccc3)n2)cc1 (stereo not given) | 60 | 75%[activator]
CN(CCOc1ccc(Cl)cc1)C(=O)c1cccc(S(=O)(=O)N2CCN(Cc3ccccc3)CC2)c1 | ? | -10%
O=C(NN=Cc1ccc(N(CCCl)CCCl)cc1)c1cc(=O)[nH]c(=O)[nH]1 | 15 | 75%[activator]
CC(C)Nc1ncnc2c1ncn2[C@H]1CN(CCN2CCOCC2)C[C@@H](CO)O1 | -30 | -1%
O=C(COC(=O)COc1ccc(Cl)cc1)Nc1cccnc1Cl | -4 | -13%
CC(C)C[C@H]1CN([C@@H](Cc2ccc(O)cc2)CN2CCC[C@@H]2CN2C(=S)NC[C@@H]2Cc2ccccc2)C(=S)N1CC1CCCCCC1 | -34 | 10%
OCc1ccc(-c2cccc3nccn23)cc1 | 13 | 0%
CCCCN1C(=O)C(C(=O)OCc2ccccc2)CC2=C1CCCC2=O (stereo not given) | -19 | 4%
COc1ccc(NC(=O)CN(C)C(=O)c2cccc(S(=O)(=O)N3CCN(c4ccc(F)cc4)CC3)c2)cc1 | -73* | 3%
O=C(NNC(=O)c1ccncc1)Nc1ccc(N=Nc2ccccc2)cc1 | -9 | 3%
CC(C)CC1C(=O)N(Cc2cn(CCC3OCCCO3)nn2)CCS(=O)(=O)N1Cc1ccc(-c2ccc(F)cc2)cc1 (stereo not given) | 8 | -18%
O=C(NNc1ccccc1)NC(Cc1ccccc1)C(=O)O (stereo not given) | -39 | 3%
CC(=O)c1cc(C#N)c(Oc2ccccc2)nc1C | ? | -14%
O=C(Cn1cc(COc2ccc(-n3cccc3)cc2)nn1)NS(=O)(=O)c1ccccc1C(F)(F)F | ? | -18%
CC(=O)Nc1ccc(Nc2nc(-c3c(C)nc4ccccn34)cs2)cc1 | ? | -14%
CC[C@]12C(=O)N(C)C[C@H]([C@@H]3C(=O)N(C)C(=O)[C@@H]31)N2C(=O)c1ccc(C)cc1 | -2 | 8%
Other structures follow.
SMILES | HCMV antiviral | AMA1-RON2 inh
OC[C@@H]1CN(C2CCCC2)C[C@H](n2cnc3c(N4CCCC4)ncnc32)O1 | -5 | 4%
Oc1ccc2ccccc2c1C=NNc1ccccn1 | -98* | 2%
COc1ccc(C2CC(=O)c3cc(OC)ccc3O2)cc1 (stereo not given) | 21 | -4%
O=C(Nc1ccc(F)cc1)Nc1nnc([C@@H]2C[C@H](O)[C@@H](CO)O2)s1 | 11 | -8%
CC1(Cc2ccc(F)cc2)C(=O)Nc2c(Cl)ccc(Cl)c21 (stereo not given) | -26 | -2%
COc1ccccc1C=NNC(=O)c1ccncc1 | -33 | 70%[activator]
CCCC1CCCCC12C(=O)NC(=O)NC2=O (stereo not given) | 12 | -6%
CCN(CC)C(=O)C1=C(C)N(Cc2ccccc2)C(=O)C(CC(=O)NCCCN(C)C)C1 (stereo not given) | 1 | -1%
Cc1ccc(Cn2c(C)c(C(=O)NCc3cccc(C(F)(F)F)c3)sc2=O)cc1 | -16 | -5%
O=C(NCc1ccccc1)c1cc(C2CCCN(S(=O)(=O)c3cccc4cccnc34)C2)on1 (stereo not given) | 2 | -5%
CNc1cncc(-c2ccc(C)cc2)n1 | 11 | -11%
Cn1c(SCC(=O)N2CCCC2)nc2c(c1=O)SCC2 | -2 | 6%
CN1CCN(C2CN(CCc3ccccc3)S(=O)(=O)C2)CC1 (stereo not given) | -40 | 20%
COc1ccc(S(=O)(=O)N2CCOCC2)cc1NC(=O)C1CCN(S(=O)(=O)c2ccc(Cl)cc2)CC1 | -14 | 2%
CCOC(=O)C1(COCc2ccccc2)CCCCC1=O (stereo not given) | -12 | 0%
COc1ccc(C(C)=O)cc1Cn1c(C)c(C(=O)NCc2ccc(C(F)(F)F)cc2)sc1=O | -7 | -2%
CCCCc1c(-c2ccccc2OC)ncn1Cc1ccc(Cl)cc1 | -30 | -20%
CCCCN1CC[C@H]2C=CC[C@@H](C(=O)N3CCN(c4ccccc4)CC3)[C@H]2C1=O | -19 | -2%
Cc1cn(CC(=O)NCC2CCCO2)c(=O)[nH]c1=O (stereo not given) | 7 | 0%
CCCCCCC(Cl)(Cn1ccnc1)c1ccccc1 (stereo not given) | 0 | -8%
CCc1ccccc1C1C(=O)c2ccccc2C1=O | -32 | -9%
Cc1ccccc1NC(=O)C1C(=O)Nc2ccccc2C(=O)N1Cc1ccccc1 (stereo not given) | 0 | -3%
COC(=O)c1ccc(CNC(=O)C(Cc2ccccc2)NC(=O)c2ccccc2)cc1 (stereo not given) | 6 | -3%
Cc1cnc(CNC(=O)c2csc([C@H]3C[C@H](O)[C@@H](CO)O3)n2)cn1 | -15 | 99%[activator]
O=C1c2ccc(-c3nc4ccccc4o3)cc2C(=O)N1Cc1ccccc1 | -105* | -8%
Additional structures.
SMILES | HCMV antiviral | AMA1-RON2 inh
C#CCn1c2ccccc2c(=O)n1C(C)C | -15 | 0%
CCN1C[C@@H]2[C@@H]3C(=O)N(Cc4ccccc4)C(=O)[C@@H]3[C@](Cc3ccccc3)(C1=O)N2C(=O)c1ccc(C)cc1 | -10 | -9%
O=C(NCCCNC(=O)c1c(Cl)cccc1Cl)c1c(Cl)cccc1Cl | -3 | 5%
C[C@@H]1O[C@H](C2CCCCC2)Cc2[nH][nH]c(=O)c21 | 7 | 18%
C=C1CC(Cn2cc(Br)c(=O)[nH]c2=O)(c2ccc(-c3ccccc3)cc2)OC1=O (stereo not given) | -97* | -7%
CC(Cl)=CCn1c(NCCc2ccccc2)nc2c1c(=O)n(C)c(=O)n2C | -87* | -2%
COc1ccc(-c2cc(NC=O)c3ncc(-c4cnn(C)c4)n3c2)cc1 | 0 | 33%[activator]
CC(C)(C)c1ccc(S(=O)(=O)NC(=O)C2(C)CCN2C(=O)C2CC2)cc1 (stereo not given) | 11 | 5%
COC(=O)c1ccc2nc(-c3ccc(C)cc3)c(Cc3cccc(F)c3)n2c1 | 9 | 7%
COc1ccccc1-c1csc(C(O)c2ccccc2)n1 (stereo not given) | 4 | 1%
O=S(=O)(Cc1ccccc1)CS(=O)(=O)Cc1ccccc1 | -33 | 9%
C[C@H]1CN(c2ccccc2)C(=O)[C@@H]1CC(=O)Nc1ccccc1 | -21 | -4%
O=C(COc1ccc(CNC[C@H]2O[C@@H](n3ccc(=O)[nH]c3=O)[C@H](O)[C@@H]2O)cc1)Nc1ccccn1 | 58 | 1%
CCc1nc2ccc(C(=O)N(C)CCN(C)C)cn2c1N(CC)CCOC | 16 | 5%
CC(=NNC(=S)N1CCCCC1)c1cccc(C)n1 | -23 | -21%
Cn1c(NCc2cccnc2)nc2cc(-c3cccc(C(F)(F)F)c3)sc2c1=O | 14 | 25%
Cc1cc(NC(=O)C(C)SCC(=O)Nc2ccc(C(=O)OC(C)C)cc2)no1 (stereo not given) | 19 | -3%
O=S(c1ccccc1O)S(=O)c1ccccc1O (stereo not given) | -26 | 0%
C[C@@H]1CN([C@@H](C)CO)C(=O)CCCn2nncc2CO[C@H]1CN(C)C(=O)c1cc(-c2ccccc2)on1 | 0 | -9%
Cn1c(=O)c2cc(NC(=O)Cc3cccc4ccccc34)ccc2n1-c1ccccc1 | -4 | -5%
COc1cccc(-c2n[nH]nc2C2=CC(=O)C[C@H](c3ccc(F)cc3)C2)c1 | -5 | 68%[activator]
C[C@@H]1CN([C@H](C)CO)C(=O)c2cc(C#CC3CCCCC3)cnc2O[C@H]1CN(C)Cc1cccnc1 | -22 | -5%
Cc1ccc(C)c(N2CCN(C3C(=O)Nc4ccccc4-n4nnnc43)CC2)c1 (stereo not given) | 5 | -8%
CC1CCC2(CC1)NC(=O)N(CC(=O)NCc1ccco1)C2=O (stereo not given) | ? | -3%
Oc1cccc(CN2CCN(c3ncc(Cc4ccccc4)cn3)CC2)c1 | 1 | -14%
